# Screening results: PubChem BioAssay, several laboratories
# Tat transport – blocks Tat-dependent protein export in E. coli. inhibition, % at 10 µM. AID 488895. E. coli MC4100 TorA-mCherry Tat export, fluorescence. 340,000 tested, 0.036% active;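 active = mean replicate inhibition at least 50% and at least half of replicates individually reaching 50%; inconclusive = only one of the two criteria met; inactive = neither criterion met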;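 note: exported cargo escapes ClpAP degradation while cytoplasmic cargo is degraded and loses fluorescence; 0% = median of neutral control wells and 100% = median of NaSCN control wells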
# Rtt109 Vps75 – C. albicans Rtt109 histone acetyltransferase inhibition; purified Rtt109/Vps75, ThioGlo CoA-SH fluorescence, 4 h; 330,000 tested, 0.16% active; inhibition, % at 34.9 µM; AID 540336; Q5AAJ8;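 active = inhibition of at least 50% in every replicate; inconclusive = best replicate reaches 50% inhibition but some replicates fall short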
# Target sequence (Q5AAJ8 whole entry, looked up): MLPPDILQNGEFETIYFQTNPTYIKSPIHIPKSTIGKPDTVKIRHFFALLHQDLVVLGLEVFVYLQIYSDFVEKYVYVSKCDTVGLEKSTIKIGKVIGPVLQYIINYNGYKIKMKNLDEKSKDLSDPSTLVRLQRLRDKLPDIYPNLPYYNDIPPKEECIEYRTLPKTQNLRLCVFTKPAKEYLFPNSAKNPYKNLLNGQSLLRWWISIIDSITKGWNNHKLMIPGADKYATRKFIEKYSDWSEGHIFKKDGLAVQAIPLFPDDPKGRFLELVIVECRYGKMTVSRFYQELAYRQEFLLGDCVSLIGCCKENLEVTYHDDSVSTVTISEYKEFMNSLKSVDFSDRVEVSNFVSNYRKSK
# V-ATPase pH – regulators of yeast V-ATPase proton transport | S. cerevisiae, pHLuorin cytosolic pH fluorescence | response, % at 10 µM | 350,000 tested, 0.37% active | AID 504577; in the data active = response mostly above about 7.3%, no sharp cut-off; inactive = mostly below about 5.4%; note: actives read high; inactives centre near 0; some compounds called inactive have numbers as strong as hits
# MITF act – increases MITF-driven TRPM1 promoter luciferase signal | SK-MEL-5 TRPM1-promoter luciferase, 24 h; % of positive control, neutral wells = 0 | activation, % at 12.5 µM | 300,000 tested, 0.75% active | AID 588334;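 active = mean activation of at least 80% with every replicate also reaching 80%; inconclusive = mean reaches 80% but some replicate falls short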;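 note: 0% = neutral control wells and 100% = parthenolide positive control wells; values of inactives mirror those of a sister screen read the other way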
# cardiac RTF act – increases calcium sensitivity of human cardiac regulated thin filaments; P19429+P45379; IANBD-labeled TnC RTF fluorescence at EC20 calcium; 0% EC20 calcium, 100% full calcium; activation, % at 7.2 µM; 340,000 tested, 0.24% active;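 active = activation above the mean over all tested compounds plus 3 SD, cut at about 30% in these data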;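 note: rise in fluorescence read as greater calcium sensitivity of cardiac thin filaments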
# Wnt bcat act – activators of Wnt/beta-catenin signaling; Wnt/beta-catenin reporter cell assay, activator, plate reader; activation, % at 9.35 µM; 300,000 tested, 1.2% active; AID 743398; in the data active = activation above about 30%, passing the limit was not always enough; inconclusive = no clear call, values can overlap the other calls;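 note: 0% = neutral control wells and 100% = positive control wells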
# CAL PDZ FP-1 – inhibitors of human CAL PDZ peptide binding. 300,000 tested, 0.92% active. Q9HD26. inhibition, % at 24.9 µM. purified CAL PDZ, TMR-peptide fluorescence polarization, 1 h. AID 602252;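 active = mean inhibition of at least 30% with at least half of replicates also reaching 30%; inconclusive = no clear call, values can overlap the other calls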;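 note: 0% = DMSO neutral control and 100% = excess unlabeled competitor peptide PRC23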
# dFosB activator – enhances mouse delta FosB homodimer DNA binding; AID 493131; activation, % at 25 µM; 340,000 tested, 0.99% active; purified delta FosB, TAMRA-CDK5 oligo fluorescence polarization; percent of positive-control signal above neutral wells;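 active = mean activation above about 17%, with every replicate also reaching it, limit read from the data, passing the limit was not always enough; inconclusive = only one of the two conditions met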;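 note: fluorescence polarization rise as delta FosB binds a TAMRA Cdk5 AP-1 oligo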
# CAL PDZ FP-2 – blocks peptide binding to human CAL PDZ domain. purified CAL PDZ, TMR-peptide fluorescence polarization, 1 h. inhibition, % at 20 µM. 330,000 tested, 0.02% active. AID 504414;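 active = highest replicate inhibition of at least 40%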;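 note: plate controls were DMSO neutral control wells for no effect and unlabeled competitor peptide control wells for full effect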
#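 Material: tagged CAL PDZ protein CerCALP, purified; buffer or medium: sodium phosphate/NaCl buffer pH 7.4 with TCEP, IgG, Thesit; also added: fluorescent TMR peptide probe; schedule: 1 h incubation at room temperature before polarization reading; technique: fluorescence polarization from S- and P-plane intensities, G-factor corrected; control set: unlabelled peptide and DMSO controls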
# CDK5 p35 inh – blocks human CDK5/p35 kinase activity | Q00535+Q15078 | Recombinant CDK5/p35, ADP-Glo luminescence, 60 min | inhibition, % at 10 µM | 330,000 tested, 0.01% active | AID 488839;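 active = highest replicate inhibition of at least 50% and at least 75% of replicates reaching 50%; inconclusive = only one of the two criteria met; inactive = both criteria failed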;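 note: plate controls were DMSO neutral control for no effect and GW8510 at 10 µM for full effect; many of its hits are not listed in these tables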
# Target sequence (Q00535 whole entry, looked up): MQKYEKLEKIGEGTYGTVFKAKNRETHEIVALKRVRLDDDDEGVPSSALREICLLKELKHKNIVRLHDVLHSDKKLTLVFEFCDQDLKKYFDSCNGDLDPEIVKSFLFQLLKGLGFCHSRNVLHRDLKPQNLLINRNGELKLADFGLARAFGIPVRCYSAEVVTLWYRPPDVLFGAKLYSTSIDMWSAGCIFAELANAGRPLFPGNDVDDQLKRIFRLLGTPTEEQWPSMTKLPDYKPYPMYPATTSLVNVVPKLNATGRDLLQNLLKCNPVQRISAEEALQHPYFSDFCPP
# Target sequence (Q15078 whole entry, looked up): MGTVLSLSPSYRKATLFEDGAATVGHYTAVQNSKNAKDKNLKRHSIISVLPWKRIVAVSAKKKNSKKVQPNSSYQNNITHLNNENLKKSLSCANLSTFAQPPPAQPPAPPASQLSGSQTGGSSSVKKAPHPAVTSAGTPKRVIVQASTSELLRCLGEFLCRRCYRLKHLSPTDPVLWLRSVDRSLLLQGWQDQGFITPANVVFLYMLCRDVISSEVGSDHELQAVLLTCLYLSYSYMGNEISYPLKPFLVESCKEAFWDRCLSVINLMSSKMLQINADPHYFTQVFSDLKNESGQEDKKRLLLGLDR
# An asterisk follows results filed as active; ? = inconclusive; nt = no result given. Hits appear at their usual frequency; 4.1% or so of the library scored in one or more.
SMILES,Tat transport,Rtt109 Vps75,V-ATPase pH,MITF act,cardiac RTF act,Wnt bcat act,CAL PDZ FP-1,dFosB activator,CAL PDZ FP-2,CDK5 p35 inh
O=C(c1ccccc1N1CCOCC1)N1CCCC(Nc2ccc(F)cc2)C1 (stereo unspecified),-4,-2,-3,11,-2,-2,-5,2,-0.1,-0.2
Cc1ccc(/C=C/C(=O)Nc2ccc(N(C)C)cc2)o1,4,-10,-1,115*,2,nt,-4,0,0.4,-0.4
COc1cccc(C(=O)Nc2ccc(S(=O)(=O)Nc3onc(C)c3C)cc2)c1,1,-7,0,-2,10,1,-6,-14,-4.7,-0.4
Cc1ccc(SCC(=O)Nc2ccc(F)cc2[N+](=O)[O-])cc1C,2,-3,-1,3,-9,1,-2,-8,0.1,4.2
COc1ccc(Br)c2oc(SC)cc(=O)c12,3,2,6,-2,8,-2,-3,-15,-2.4,-0.8
N[C@@H](Cc1ccc(F)cc1)C(=O)O,-9,1,-3,6,6,-2,-2,-2,0.5,-0.1
O=C(CSc1nccc(=O)[nH]1)c1cc2ccccc2o1,?,3,2,-9,-2,-1,0,-9,-0.6,0.2
CCCCCc1c(O)c2ccccc2[nH]c1=O,-3,-7,-5,nt,7,-2,-2,2,nt,-0.9
CCCCN(CC)C(=O)c1ccccc1Oc1ccccc1,2,10,-2,-3,3,nt,-2,-4,-0.5,-0.7
CCC(CC)NC(=O)c1cc(S(=O)(=O)N2CCCCC2)ccc1N1CCOCC1,-8,-7,-1,nt,-3,-2,-4,-8,-0.2,0.5
Cc1ccc(C)c(N(CC(=O)NC2CCCCC2)C(=O)CNC(=O)c2ccco2)c1,8,-2,-2,5,3,-2,-6,-7,-2.1,-1.3
CCOc1ccc(NC(=O)C(CC(=O)O)Cc2ccccc2)cc1 (stereo unspecified),1,1,3,1,3,8,-1,-6,-0.3,-0.1
O=C(COC(=O)C1=COCCO1)NC(=O)c1ccc(OC(F)F)cc1,-19,0,0,8,-2,-1,0,-6,-0.9,0.6
CCOc1cc(C#N)ccc1OCC(=O)N1CCN(C(=O)c2cccs2)CC1,-1,-12,-1,-6,1,-3,-2,-10,-0.4,-1.1
Cc1cc(NC(=O)CSc2nnc(-c3ccco3)o2)no1,-3,0,5,-4,-3,nt,-3,6,0.1,0.0
CCC(C(=O)Nc1ccccc1)c1ccccc1 (stereo unspecified),4,1,3,-5,2,2,-1,-6,-0.5,0.3
CCOC(=O)C1CCCN(S(=O)(=O)c2ccc(S(=O)(=O)N3CCCC3)cc2)C1 (stereo unspecified),-3,-1,0,-20,1,-13,-2,11,-0.7,0.5
CC1Cc2ccccc2N1S(=O)(=O)c1c(N)n(C)c(=O)n(C)c1=O (stereo unspecified),3,-6,1,-11,-5,-6,-5,-3,-2.3,-0.3
CC[C@]12c3[nH]c4cc(CCC(=O)N(C)C)ccc4c3CCN1C(=O)[C@@H](CC(=O)NCCN1CCOCC1)C[C@@H]2C(=O)N1CCN(C(=O)c2ccco2)CC1,-8,-8,1,8,-1,-2,-1,3,-0.7,0.9
NC(=S)N/N=C/c1ccc(-c2cc(Cl)c(Cl)cc2Cl)o1,-2,19,2,-12,-2,-2,6,3,0.5,0.7

# Entries listed so far that have an NH in an aromatic ring:
SMILES,Tat transport,Rtt109 Vps75,V-ATPase pH,MITF act,cardiac RTF act,Wnt bcat act,CAL PDZ FP-1,dFosB activator,CAL PDZ FP-2,CDK5 p35 inh
O=C(CSc1nccc(=O)[nH]1)c1cc2ccccc2o1,?,3,2,-9,-2,-1,0,-9,-0.6,0.2
CCCCCc1c(O)c2ccccc2[nH]c1=O,-3,-7,-5,nt,7,-2,-2,2,nt,-0.9
CC[C@]12c3[nH]c4cc(CCC(=O)N(C)C)ccc4c3CCN1C(=O)[C@@H](CC(=O)NCCN1CCOCC1)C[C@@H]2C(=O)N1CCN(C(=O)c2ccco2)CC1,-8,-8,1,8,-1,-2,-1,3,-0.7,0.9

# Returning to the listing, starting 2 compounds before the break.
SMILES,Tat transport,Rtt109 Vps75,V-ATPase pH,MITF act,cardiac RTF act,Wnt bcat act,CAL PDZ FP-1,dFosB activator,CAL PDZ FP-2,CDK5 p35 inh
CC[C@]12c3[nH]c4cc(CCC(=O)N(C)C)ccc4c3CCN1C(=O)[C@@H](CC(=O)NCCN1CCOCC1)C[C@@H]2C(=O)N1CCN(C(=O)c2ccco2)CC1,-8,-8,1,8,-1,-2,-1,3,-0.7,0.9
NC(=S)N/N=C/c1ccc(-c2cc(Cl)c(Cl)cc2Cl)o1,-2,19,2,-12,-2,-2,6,3,0.5,0.7
Cc1ccc(S(=O)(=O)N(CC(=O)NCc2ccncc2)C2CCCCC2)cc1,-1,2,1,-7,-2,-5,0,-9,-2.5,-2.2
O=C(Nc1cccc(S(=O)(=O)N2CCOCC2)c1)c1ccc(Cl)c([N+](=O)[O-])c1,-1,11,-4,-11,4,-3,-6,-4,0.4,1.5
CCNC(=O)/C(=C/c1ccc2c(c1)OCO2)NC(=O)c1ccc(Br)cc1,5,-1,0,nt,7,-3,nt,-2,-1.4,-1.6
CCNc1nc(NC(C)C)nc(Nn2cnnc2)n1,1,6,-4,8,2,nt,1,5,-0.3,0.2
Cc1ccc(CN2CCSc3ccc(C(=O)N4CCOCC4)cc32)cc1,-3,23,-5,3,-2,nt,0,-8,-1.1,nt
COc1ccccc1CNC(=O)c1ccc(OCC2CCCO2)cc1 (stereo unspecified),-6,-6,-2,1,-3,0,-3,6,-2.9,-2.3
O=S(=O)([N-]c1nc2ccccc2nc1-[n+]1ccccc1)c1ccc(Cl)cc1,-1,-4,0,nt,5,-2,-1,-8,0.5,-3.7
CCCCn1c(=N)n(CC(=O)O)c2ccccc21,-4,-4,-2,14,-1,-1,-4,-2,-0.8,0.4
CC(C(N)=O)N1c2cccc3cccc(c23)S1(=O)=O (stereo unspecified),-1,-11,0,-2,5,-9,-3,-8,0.7,-6.8
CC(C)Cc1nnc(NC(=O)CSc2nc(O)c(Cc3ccccc3)c(=O)[nH]2)s1,-2,-12,2,-7,-1,10,5,-1,-1.1,-0.7
COC(=O)c1ccc(NC(=O)CSc2nnc(CNc3ccc(OC)cc3)n2C)cc1,1,-1,-1,1,3,nt,-2,-1,-0.8,-1.5
CC1(C)CC2CC(C)(CN2CC(O)COc2ccccc2)C1 (stereo unspecified),3,13,4,-2,3,-1,-3,-5,-1.1,1.0
CCOC(=O)C1=C(C)NC(=S)N(C(C)=O)C1c1ccccc1 (stereo unspecified),4,nt,0,-16,-2,-1,-3,10,-2.4,-0.5
CCOc1ccc(C(=O)N(C)C2CCS(=O)(=O)C2)cc1 (stereo unspecified),2,-10,3,-2,5,1,16,2,nt,1.8
CC1(C(=O)OCC(=O)NC(=O)c2ccccc2)CC1(Cl)Cl (stereo unspecified),4,2,-3,-1,1,1,-4,-6,-2.3,-2.0
COc1cccc(CN2CC(C(=O)N3CCCCCC3)CCC2=O)c1 (stereo unspecified),-8,-7,0,5,-7,3,-4,-3,-3.0,-0.1
O=C(O)CC[C@@H](C(=O)O)N1C(=O)c2ccccc2C1=O,-1,1,1,-10,0,-2,0,3,0.5,0.0
C=CCSc1nc(=O)n2ccccc2n1,-16,-5,-2,3,6,-1,4,-2,-1.2,0.3
CCN(CC)c1nc(N2CCOCC2)c(C#N)c2c1CN(C)CC2,4,-7,-1,-9,-2,nt,-2,-7,-0.7,-0.2
CC(Sc1ccc2c(c1)OCCO2)C(=O)Nc1ccc(N2CCOCC2)cc1 (stereo unspecified),5,17,-2,36,-1,1,-4,-5,-0.9,-1.7
COc1ccc(CN2CCN(C(=O)c3ccco3)CC2)cc1OCc1ccccc1,-2,9,6,6,3,-1,-2,1,-0.2,0.3
O=C1CC(c2ccco2)=Nc2ccccc2N1,4,-13,2,-10,0,nt,-1,1,-1.1,-2.4
CCN(CC)C(=O)CSc1nc2cc3c(cc2c(=O)n1CCCCCC(=O)NCc1ccc(OC)cc1)OCO3,-13,6,1,4,10,-1,-2,6,-1.4,0.6
COc1cc(OC)cc(-c2cc(N)n(S(=O)(=O)Cc3ccccc3)n2)c1,-8,2,-5,nt,7,-3,nt,-10,-1.3,-3.1
CC1C(=O)N2CCCc3cc(NS(=O)(=O)c4ccc([N+](=O)[O-])cc4)cc1c32 (stereo unspecified),-4,29,-2,7,-7,4,0,1,-1.5,1.9
O=C(CSc1nnc(-c2ccco2)n1-c1ccccc1)N1CCOCC1,-4,-18,-3,-7,1,nt,nt,4,-0.4,-1.3
COc1ccccc1N1CCN(C(=O)COc2cc(C)cc(C)c2)CC1,5,9,0,-11,1,-3,24,-16,-1.7,0.8
COCc1cc(C)nc(SCc2nc3ccccc3c(=O)[nH]2)c1C#N,0,-2,7,21,-1,-1,-3,-12,0.0,-1.0
Nc1nnc(SCC(=O)Nc2cccc(Cl)c2)s1,-4,-10,1,7,0,-3,0,2,-1.7,1.5
O=C(NC1CCCCC1)C1CCN(c2ncccn2)CC1,-8,-1,-4,-1,-3,-2,12,-5,1.4,0.3
CCN(C(=O)CSc1nc2ccc(Cl)cc2[nH]1)C1CCS(=O)(=O)C1 (stereo unspecified),0,-7,2,-1,2,-6,-8,2,-1.0,-3.3
NC(=O)C1CCN(C(=O)c2ccc([N+](=O)[O-])cc2NC(=O)c2cccs2)CC1,8,5,3,-24,-6,-3,-1,-7,-2.4,12

# Sorted by value in CDK5 p35 inh (highest first): some entries from above.
SMILES,Tat transport,Rtt109 Vps75,V-ATPase pH,MITF act,cardiac RTF act,Wnt bcat act,CAL PDZ FP-1,dFosB activator,CAL PDZ FP-2,CDK5 p35 inh
NC(=O)C1CCN(C(=O)c2ccc([N+](=O)[O-])cc2NC(=O)c2cccs2)CC1,8,5,3,-24,-6,-3,-1,-7,-2.4,12
CCN(CC)C(=O)CSc1nc2cc3c(cc2c(=O)n1CCCCCC(=O)NCc1ccc(OC)cc1)OCO3,-13,6,1,4,10,-1,-2,6,-1.4,0.6
COc1ccc(CN2CCN(C(=O)c3ccco3)CC2)cc1OCc1ccccc1,-2,9,6,6,3,-1,-2,1,-0.2,0.3
